WRN helicase inh: WRN helicase (human) inhibition. Q14191. WRN helicase unwinding, fluorescent forked duplex, kinetic. Potency, µM (highest dose often 114 µM), for inactives: top-dose activity change, negative = inhibition, hits mostly inhibitors. 360,000 compounds, 0.46% hits; further: potency means the concentration at half of the fitted maximal effect; on the % scale 0 is the no-effect control and ±100 the full control effect; nearly all actives have a fitted effect of over 55% in size
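Fluorescence dequenching readout, ex 525 nm/em 598 nm, kinetic mode: forked duplex DNA (100 nM final) with adjacent fluorophore and quencher unwound by WRN (20 nM final) with 2 mM ATP. Compound preincubation 15 min, room temperature.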
EPAC1 antag: antagonists of human EPAC1; EPAC1 GEF assay, Rap1b-BODIPY-GDP exchange fluorescence; Potency, µM (doses to about 115 µM), inactives show at the highest dose activity change, negative = inhibition, usual class: inhibitors; 360,000 compounds, 0.14% hits; AID 720709;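 further: potency means the concentration at half of the fitted maximal effect; plate controls were vehicle for no effect and positive control for full effect; nearly all actives have a fitted effect of over 50% in size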
PI5P4Ka inh: inhibitors of human PI5P4K alpha; P48426; PI5P4Kalpha enzyme, ADP-Glo luminescence, 60 min; active compounds read low; max response, %; 330,000 compounds, 1.2% hits; AID 652105; active means max response of -50% or lower; inconclusive means between -30% and -50%; inactive means -30% or higher; further: value at the top dose of about 77 µM; on the % scale 0 is the no-effect control and ±100 the full control effect
Target sequence (P48426 whole entry, looked up): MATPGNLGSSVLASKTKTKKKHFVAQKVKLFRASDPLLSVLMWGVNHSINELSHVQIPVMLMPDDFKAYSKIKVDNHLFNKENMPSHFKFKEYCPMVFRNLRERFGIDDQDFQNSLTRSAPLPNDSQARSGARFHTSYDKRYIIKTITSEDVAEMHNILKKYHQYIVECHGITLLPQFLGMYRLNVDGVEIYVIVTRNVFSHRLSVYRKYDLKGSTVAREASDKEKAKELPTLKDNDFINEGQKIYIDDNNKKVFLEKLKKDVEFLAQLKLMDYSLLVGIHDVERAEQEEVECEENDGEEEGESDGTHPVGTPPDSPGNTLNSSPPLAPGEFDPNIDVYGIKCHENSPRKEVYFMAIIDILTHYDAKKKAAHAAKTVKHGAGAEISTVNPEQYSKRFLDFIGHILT
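Quantitative HTS of the MLSMR library against PI5P4Kalpha with substrate. ATP added last at 5 microM final; room temperature, 60 minutes. Remaining ATP depleted, ADP converted and read as luminescence.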
EPAC1 agonist: EPAC1 (human) agonism; O95398; EPAC1 agonist qHTS, biochemical assay; response scale: 100% = response to 6.5 mM cAMP; Potency, µM (top dose mostly 154 µM), for the others: at the top dose activation, hits mostly activators; 360,000 compounds, 0.073% hits; AID 720707; further: potency means the concentration at half of the fitted maximal effect; nearly all actives have a fitted effect of over 60% in size
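Read-out is the fluorescence drop as BODIPY-GDP leaves Rap1B (480 nm excitation, 540 nm emission), recorded every 5 minutes over 30 minutes. Reactions held 100 nM EPAC1, 250 nM Rap1B–BODIPY-GDP and 50 uM GDP, with 6.5 mM cAMP setting full activation.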
EPAC2 ag: agonists of human EPAC2 (RAPGEF4). EPAC2 activation, biochemical qHTS; response scale: 100% = 6.5 mM cAMP response. Potency, µM (doses to about 154 µM), inactives show top-dose activation, actives largely listed as activators. 360,000 compounds, 0.079% hits. AID 720711; further: potency means the concentration at half of the fitted maximal effect; nearly all actives have a fitted effect of over 50% in size
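Exchange assay: 100 nM EPAC2 with 250 nM Rap1B-BODIPY-GDP and 50 uM GDP. Fluorescence (ex 480/em 540 nm) read every 5 min for 30 min at room temperature. Data normalized to 6.5 mM cAMP as agonist control.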
PLK1 PBD block: blocks phosphopeptide binding to human PLK1 polo-box domain | P53350 | Plk1 PBD binding of FITC phosphopeptide, fluorescence polarization | Potency, µM, for inactives: max response, negative = inhibition, actives largely listed as inhibitors | 360,000 compounds, 2.8% hits | AID 720504; further: potency means the concentration at half of the fitted maximal effect; series mostly up to about 57 µM; on the % scale 0 is the no-effect control and ±100 the full control effect; nearly all actives have a fitted effect of over 65% in size
Target sequence (P53350 whole entry, looked up, the tested form may be a part): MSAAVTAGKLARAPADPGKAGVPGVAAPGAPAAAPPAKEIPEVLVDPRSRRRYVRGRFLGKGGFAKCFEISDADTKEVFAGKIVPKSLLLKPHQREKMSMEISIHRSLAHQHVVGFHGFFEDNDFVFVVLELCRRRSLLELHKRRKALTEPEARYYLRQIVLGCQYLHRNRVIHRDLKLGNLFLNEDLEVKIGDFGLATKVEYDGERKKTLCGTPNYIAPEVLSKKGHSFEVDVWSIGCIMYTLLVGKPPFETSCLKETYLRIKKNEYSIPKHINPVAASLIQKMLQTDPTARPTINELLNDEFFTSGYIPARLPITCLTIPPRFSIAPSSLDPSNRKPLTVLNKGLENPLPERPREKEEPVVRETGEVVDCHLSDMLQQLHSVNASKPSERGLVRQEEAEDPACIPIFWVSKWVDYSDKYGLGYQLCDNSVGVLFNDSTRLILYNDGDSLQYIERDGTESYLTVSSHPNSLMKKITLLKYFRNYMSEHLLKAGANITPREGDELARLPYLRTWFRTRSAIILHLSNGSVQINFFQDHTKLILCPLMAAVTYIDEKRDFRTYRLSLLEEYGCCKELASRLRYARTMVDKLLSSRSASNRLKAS
CCT modulator: cytosolic chaperonin activity modulation; purified chaperonin ATPase assay, HTRF ADP detection, 30 min; activity change, % (concentration not given with the values), hits read low; 360,000 compounds, 0.3% hits; in the data active means activity change below about -30%; further: on the % scale 0 is the no-effect control and ±100 the full control effect
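TRiC at 40 or 20 nM final (batch-dependent) in 30 mM Tris pH 7.4, 100 mM KCl, 5 mM MgCl2, 1 mM DTT, with compound at single 76 uM and 10 uM ATP, 30 min at 37 deg C. ADP detected by HTRF Transcreener, 665/615 ratio.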
IL2 activator: activates IL-2 in a cell-based reporter assay. IL-2 activation reporter assay, cell-based qHTS; stimulated with anti-CD3/CD4/CD28 beads; in transgenic mouse T cells. 360,000 compounds, 0.065% hits. activation, % (series mostly up to about 46 µM); in the data active means activation above about 50%; inconclusive means mostly about 30% to 49%; further: 0% is about no effect
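Using fluorescent plate cytometry, EGFP and DsRed are detected in transgenic mouse T cells stimulated 18 h at 37 degrees C with antibody-coated beads after 60 min compound pretreatment.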
* hit, by the source's call; ? = inconclusive; / = no result given; [ ] = another dose, or the depositor's remark. Unless noted, the call rests on the fitted dose curve; in most records, active means well fitted curve in the direction sought with a large enough effect; inconclusive means small, poorly fitted or top-dose-only effect, or another doubt; inactive means no such curve, though single readings can be large; an effect the other way counts as inactive or inconclusive.

SMILES | WRN helicase inh | EPAC1 antag | PI5P4Ka inh | EPAC1 agonist | EPAC2 ag | PLK1 PBD block | CCT modulator | IL2 activator
CCOC(=O)c1c(NC(NC(=O)C(C)C)C(Cl)(Cl)Cl)sc2c1CCC2 (stereo unspecified) | -18% | -14% | 1 | -1% | -2% | -3% | 0.3 | -3.7
OC(CNCCCN1CCCCC1)COc1ccccc1 (stereo unspecified) | -13%[57.1 µM] | -20% | 1 | 9% | 2% | -5% | 0.8 | -1.4
Cc1cccc(C(=O)N2CCN(c3ccc([N+](=O)[O-])c(NCc4ccco4)c3)CC2)c1 | -2% | -14% | -5 | 17% | 1% | -8% | -1.8 | -0.7
O=C(CSc1ccccn1)N/N=C/c1c[nH]c2ccccc12 | -7% | 2% | 0 | 4% | -2% | 5% | 1.1 | 0.2
COCCCNC(=O)C1CC(=O)OC1c1ccc(OC)c(OC)c1 (stereo unspecified) | -1% | ? | 3 | 0% | 4% | -5% | 0.3 | -3.0
Cc1ccc(S(=O)(=O)N2CCSC2c2ccco2)cc1 (stereo unspecified) | -29% | -9% | -21 | 18% | 18% | -19% | 2.0 | -4.7
O=C(CN1C(=O)c2ccccc2C1=O)NCc1ccncc1 | -4% | 17% | / | -4% | -18% | 0% | 1.4 | -1.2
CC(C)(C)c1ccc(C2SCC(=O)N2c2cccc(C(=O)O)c2)cc1 (stereo unspecified) | 1% | -4% | -1 | 1% | 3% | -5% | -7.0 | -0.6
O=C(Nc1ccccc1N1CCOCC1)c1cccc(S(=O)(=O)Nc2ccccc2F)c1 | 6% | 20% | 3 | -18% | 4% | -3% | 0.1 | 0.2
CCCc1n[nH]c2c1/C(=N/O)CC(c1ccccc1)C2 (stereo unspecified) | -3% | 12% | -11 | 10% | 1% | -7% | -1.0 | 0.6
O=C(Nc1ccccc1Cl)c1ccccc1CC(O)(c1ccccc1)c1ccccc1 | -14% | 2% | 1 | 8% | 6% | 3% | 2.0 | -2.9
Cc1ccc(C)c(SCC(=O)OCC(=O)NCCNC(=O)COC(=O)CSc2cc(C)ccc2C)c1 | -16% | -27% | 31 | 6% | 8% | -11% | -0.3 | -3.0
CCCc1nnc(NS(=O)(=O)c2ccccc2)s1 | 0% | -2% | 1 | 3% | 2% | -12% | -1.1 | -0.5
O=S(=O)(NCc1cc(-c2ccccc2)no1)c1ccc(Cl)cc1 | -4% | 4% | / | -1% | 5% | 3% | -4.0 | -2.3
CNC(=O)Nc1cccc2cccnc12 | -8% | -10% | -26 | 4% | 5% | -9% | -0.3 | 3.1
COc1ccc(S(=O)(=O)N(C)c2ccc(C(=O)N3CCCCC3)cc2)cc1OC | -4% | -5% | 1 | 5% | -3% | -2% | 1.5 | -5.0
Cn1nnnc1NCc1cccc(Cl)c1 | -2% | 6% | 0 | 14% | 2% | -12% | -4.6 | 2.7
C#CCOCCOCCOCCNc1nc(N2CCN(C(=O)C(Cc3cc4ccccc4[nH]3)n3cc(C(N)Cc4ccc(O)cc4)nn3)CC2)nc(N2CCN(C(=O)C(CCC(=O)O)n3cc(C(N)C(C)CC)nn3)CC2)n1 (stereo unspecified) | -8% | -8% | -2 | 0% | 7% | -12% | -2.9 | 0.2
O=c1c2[nH]c3ccccc3c2ncn1CCN1CCCCC1 | 1% | 7% | -5 | 2% | 7% | -3% | 0.1 | -2.4
COc1ccc(-c2ccc3c(c2)C2CC3CCN2Cc2ccc(OC(F)(F)F)cc2)cc1 (stereo unspecified) | -10% | 11% | 32 | -18% | 8% | 0% | -1.7 | -0.5
CC1CCCCN1S(=O)(=O)c1ccc(NC(=O)c2cccc(-n3cnnn3)c2)cc1 (stereo unspecified) | -8% | 2% | 1 | 7% | 5% | 1% | -1.1 | 0.6
CCc1ccc2c(c1)C(c1ccncc1)=NNC(c1ccccc1)=N2 | 4% | -10% | 0 | 11% | -1% | -8% | 0.5 | -1.6
CCOC(=O)COc1ccc(S(=O)(=O)N2CCN(C(=O)OCC)CC2)cc1 | -1% | 6% | / | -3% | 6% | -7% | -7.2 | -1.5
COCC(C)NC(=O)c1ccc(N(C)C)cc1 (stereo unspecified) | -6% | 3% | 0 | 13% | 8% | 0% | -1.9 | -0.6
COc1ccccc1N1CCN(C(=O)c2cc3cc(C)ccc3[nH]2)CC1 | -3% | ? | 0 | 5% | 6% | 2% | 2.6 | -0.8
CC(OC(=O)Cn1cnc2c1c(=O)n(C)c(=O)n2C)C(=O)Nc1ccc(Cl)cc1 (stereo unspecified) | -9% | -22% | -3 | 3% | 1% | -2% | 0.5 | 0.3
CN(Cc1ccccc1)c1ncnc2[nH]ncc12 | 0% | -4% | -12 | -8% | 1% | -4% | -0.7 | -0.2
COc1ccc(/C=C(\NC(=O)c2ccccc2)C(=O)NCc2cccnc2)cc1 | -5% | 11% | 0 | 2% | 1% | 0% | 0.5 | 1.3
CCc1ccc(C(=O)COC(=O)CNC(=O)Cc2ccccc2)cc1 | -1% | -8% | -2 | -8% | -1% | 11% | -0.5 | -0.3
CC(C)(C)c1ccc(OCC(=O)N/N=C/c2ccsc2)cc1 | -12% | -14% | 3 | 10% | -9% | 1% | -0.2 | -1.0

Whole records as entered above:
CC(C)(C)c1ccc(OCC(=O)N/N=C/c2ccsc2)cc1 is entered as WRN helicase inh: -12%; EPAC1 antag: -14%; PI5P4Ka inh: 3; EPAC1 agonist: 10%; EPAC2 ag: -9%; PLK1 PBD block: 1%; CCT modulator: -0.2; IL2 activator: -1.0
CN(Cc1ccccc1)c1ncnc2[nH]ncc12 is entered as WRN helicase inh: 0%; EPAC1 antag: -4%; PI5P4Ka inh: -12; EPAC1 agonist: -8%; EPAC2 ag: 1%; PLK1 PBD block: -4%; CCT modulator: -0.7; IL2 activator: -0.2

Next section
SMILES | WRN helicase inh | EPAC1 antag | PI5P4Ka inh | EPAC1 agonist | EPAC2 ag | PLK1 PBD block | CCT modulator | IL2 activator
Cc1ccc(CN2C(=O)C(F)(F)Oc3ccccc32)cc1 | -5% | -1% | -4 | 14% | 9% | -1% | -0.4 | 0.3
Cc1cccc(-n2c(N)cc(=O)nc2SCC(=O)Nc2ccccc2)c1 | -5% | -5% | 1 | -3% | 4% | -12% | -1.4 | -0.7
O=C(CSc1nnnn1-c1ccccc1)NCc1ccco1 | -22% | -3% | ? | 5% | 10% | -10% | -2.1 | 0.6
O=C(O)c1cccnc1SCc1cn2cc(Br)ccc2n1 | 2%[57.1 µM] | -16% | -28 | 3% | 3% | 12µM* | 0.9 | -0.9
C=CCNC(=O)C1CCCN(S(=O)(=O)c2ccc(-n3cnnn3)cc2)C1 (stereo unspecified) | 12% | -12% | 0 | 4% | 7% | -9% | 0.2 | 0.6
CNC(=O)C1CC(=O)N(Cc2ccc(OC)c(OC)c2)C(=Nc2ccc(OC)cc2)S1 (stereo unspecified) | -5% | 1% | -4 | -8% | -5% | -7% | 1.3 | 0.2
CCCn1nc(NS(=O)(=O)c2ccccc2)c2cc3ccccc3nc21 | 4% | 10% | / | 7% | 0% | -2% | -3.6 | -2.5
CS(=O)(=O)N1CCc2cc(-c3csc(NC(=O)C(c4ccccc4)c4ccccc4)n3)ccc21 | -7% | 2% | / | 12% | 9% | -16% | -1.4 | 0.7
CCOC(=O)CNC(=O)CCCCCC(=O)NCC(=O)OCC | 1% | 9% | 1 | -2% | 7% | -2% | -0.5 | 0.9
COc1ccc(-c2ccc3oc(-c4ccc(OC)cc4)c(-c4ccc(OC)cc4)c3c2)cc1 | 2% | -13% | 16 | 10% | 2% | 2% | 0.4 | 0.3
COc1cc2nc(-c3ccccc3C)oc(=O)c2cc1OC | -34% | 4% | 6 | -9% | 7% | -11% | 3.5 | 2.3
Cc1ccc2c(C)cc(=S)[nH]c2c1 | 5% | -10% | -13 | -11% | 2% | ? | 0.2 | 2.0
CCN(CC1CCCO1)C(=O)c1cc(COc2ccccc2SC)on1 (stereo unspecified) | -28% | -23% | -12 | 0% | 19% | -13% | -0.9 | 0.6
COc1ccc(NC(=O)CSc2nnc(Cc3cccn3C)n2-c2ccc(C)cc2)cc1OC | 3% | 0% | / | 10% | 8% | -6% | -4.5 | 0.9
Cc1c(O)ccc2c(CN3CCN(CCO)CC3)cc(=O)oc12 | 11% | 11% | 6 | -8% | 5% | -3% | -3.1 | 0.5
O=C(NCCCn1ccnc1)c1ccc(NS(=O)(=O)c2cccc([N+](=O)[O-])c2)cc1 | -10% | -25% | -5 | -16% | 1% | 3% | 1.6 | -1.3
CSCCC(NS(=O)(=O)c1ccccc1F)C(=O)NCC(c1ccc(F)cc1)N1CCOCC1 (stereo unspecified) | -34% | -8% | 3 | 1% | 10% | -12% | -1.5 | 1.7
CCOC(=O)c1ccc(NS(C)(=O)=O)cc1 | 4% | -8% | 2 | -4% | 6% | 0% | -26 | 0.2
O=[N+]([O-])/C=C/c1ccc2c(ccn2Cc2ccccc2)c1 | -35% | -6% | -14 | -18% | -2% | 3.4µM* | 0.3 | -3.8
COCCNC(=O)C1(C)CCCN(C(=O)c2ccc(C#N)cc2)C1 (stereo unspecified) | 3% | 4% | -7 | -5% | 1% | 1% | -2.9 | -0.1

Limited to EPAC1 antag, for two of the compounds above:
SMILES	EPAC1 antag
OC(CNCCCN1CCCCC1)COc1ccccc1 (stereo unspecified)	-20%
Cc1cccc(C(=O)N2CCN(c3ccc([N+](=O)[O-])c(NCc4ccco4)c3)CC2)c1	-14%

(next part)
SMILES | WRN helicase inh | EPAC1 antag | PI5P4Ka inh | EPAC1 agonist | EPAC2 ag | PLK1 PBD block | CCT modulator | IL2 activator
Cc1ccc(C)n1-c1ccc(C(=O)/C=C/N(C)C)cc1 | ? | ? | ? | 10% | -3% | -18% | -1.5 | -4.0
CC12CCC(C(=O)Nc3ccccc3Br)(C/C1=N\O)C2(C)C (stereo unspecified) | -4% | -5% | 13 | 2% | -1% | 1% | -2.6 | 0.0
O=C(C[C@H]1C/C=C\CC[C@@H](Cc2ccc(F)cc2)C(=O)O[C@H](c2ccccc2)CNC1=O)N[C@H](CO)Cc1ccccc1 | -6% | 12% | 4 | -9% | 1% | -3% | -0.5 | -0.6
COc1cccc(CN(C)C(=O)CCN=C2NS(=O)(=O)c3ccccc32)c1 | 1% | 17% | 4 | -1% | 2% | -1% | 0.1 | 0.6
c1ccc(C(Cc2nc(-c3cccnc3)no2)c2ccccc2)cc1 | -11% | -19% | 9 | 20% | 24% | -10% | -0.5 | -0.6
O=C(c1ccccc1Cl)N(C(=O)c1ccccc1Cl)c1nccc(-c2cccs2)n1 | -5% | 22% | / | 4% | 2% | -9% | 2.5 | -1.3

From PubChem

An excerpt; rates above refer to the full screens.
